# Screening data deposited in PubChem by several laboratories.
# MOR-DOR inv ag – inverse agonists of MOR-DOR heterodimerization, primary screen, cell-based, luminescence; Mu-type opioid receptor (Homo sapiens) + Delta-type opioid receptor (Homo sapiens), …; cell-based MOR-DOR heterodimer luminescence, inverse agonism; inhibition, % at 9.3 µM; 340,000 compounds, 0.21% hits; AID 504357, 2011; in the data active = inhibition above about 22%, passing the limit was not always enough;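 note: 0% = cells with DMSO and 100% = wells without cells with DMSO; values of inactives mirror those of a sister screen read the other way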
# HTR5A inv ctr – HTR5A inverse agonists in luminescence cell assay, primary screen, counter-screen for OPRM1-OPRD1 heterodimer inverse agonist project, full-deck HTS; 5-hydroxytryptamine receptor 5A (Homo sapiens), P47898; HTR5A cell line, inverse agonism; inhibition, % at 9.3 µM; 340,000 compounds, 0.083% hits; in the data active = inhibition mostly above about 23%, no sharp cut-off; inactive = mostly below about 18%;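 note: 0% = cells with DMSO and 100% = no-cell wells with DMSO; some compounds called inactive have numbers as strong as hits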
# Target sequence (P47898 whole entry, looked up): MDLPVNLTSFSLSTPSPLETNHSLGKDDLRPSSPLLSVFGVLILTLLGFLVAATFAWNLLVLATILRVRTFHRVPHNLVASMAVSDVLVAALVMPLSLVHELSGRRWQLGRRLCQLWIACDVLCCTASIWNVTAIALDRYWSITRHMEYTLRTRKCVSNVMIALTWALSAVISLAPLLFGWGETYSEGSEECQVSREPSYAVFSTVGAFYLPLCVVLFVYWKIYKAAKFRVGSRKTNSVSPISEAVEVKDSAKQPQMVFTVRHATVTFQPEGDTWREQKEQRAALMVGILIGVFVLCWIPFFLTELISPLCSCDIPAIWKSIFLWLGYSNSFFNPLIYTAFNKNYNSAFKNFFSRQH
# phage Ecoli inh – growth loss of phage-infected E. coli, primary screen, RecBCD inhibitor project, absorbance, with phage, HTS; AID 651602, 2012; inhibition, % at 11.9 µM; 360,000 compounds, 0.26% hits; in the data active = inhibition above about 11%
# MOR-DOR ag – agonists of OPRM1-OPRD1 heterodimerization, primary screen, cell-based, luminescence | cells | 340,000 compounds, 0.3% hits | AID 504326, 2011 | activation, % at 9.3 µM; in the data active = activation above about 18%;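 note: 0% = vehicle-treated cells and 100% = reference agonist; values of inactives mirror those of a sister screen read the other way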
# SUMO Mot1 rescue – yeast Mot1-301 growth rescue at high temperature, primary screen, SUMOylation pathway inhibitor project, S. cerevisiae, ATP luminescence, 38.5C; S. cerevisiae Mot1-301 growth rescue; percent above DMSO median, 100 means doubled; growth rescue, % at 18.8 µM; 320,000 compounds, 1% hits;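 active = every valid replicate shows activation above 250% relative to neutral control wells; inactive = the rest, any valid replicate at or below 250%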;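 note: OY570 slx delta 5 strain wells were the positive control but not used for scaling; some compounds called inactive have numbers as strong as hits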
# Tat export inh – E. coli Tat export inhibitors, primary screen, MC4100, TorA-mCherry reporter, fluorescence, single point. 340,000 compounds, 0.036% hits. inhibition, % at 10 µM. AID 488895, 2010;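 active = mean replicate inhibition at least 50% and at least half of replicates individually reaching 50%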;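 note: exported cargo escapes ClpAP degradation while cytoplasmic cargo is degraded and loses fluorescence; 0% = median of neutral control wells and 100% = median of NaSCN control wells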
# PKA-R1A activ – activators of PKA-R1A holoenzyme, primary screen, biochemical, fluorescence polarization, Cy5-IP20, bovine R1A, mouse PKAc. cAMP-dependent protein kinase type I-alpha regulatory subunit (Bos taurus) + …. PKA-R1A dissociation; scaled: DMSO 0%, 113 µM cGMP 100%. activation, % at 11.4 µM. 340,000 compounds, 0.083% hits;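 active = percent activation above the mean of all tested compounds plus 3 SD, cut at about 19% in these data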;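 note: higher means more PKAc released from R1A so a rise in polarization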
# Ecoli viability – E. coli V3065 growth inhibition, primary screen, counter-screen for AddAB inhibitor project, absorbance, OD600; inhibition, % at 11.9 µM; AID 449728, 2010; 18 h; 330,000 compounds, 0.27% hits;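 active = inhibition above the campaign's mean inhibition across all tested compounds plus 3 SD, cut at about 9.9% in these data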;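 note: uninfected addAB+ strain grown without phage in ampicillin broth; 0% = DMSO wells and 100% = ciprofloxacin 0.95 µg/ml wells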
# PfHsp90 yeast 2 – growth inhibition of PfHsp90-expressing yeast, primary screen, antimalarial PfHsp90 inhibitor project, S. cerevisiae, BacTiter-Glo luminescence, single point, set 2. BacTiter-Glo ATP, 48 h; yeast lacking PDR1 and PDR3 efflux regulators. inhibition, % at 9.4 µM. 310,000 compounds, 0.32% hits. AID 504621, 2011;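 active = every replicate shows inhibition above about 80%, whatever the replicate mean, limit read from the data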;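 note: 0% = DMSO neutral controls and 100% = 20 µM radicicol positive controls; yeast relying on Plasmodium falciparum Hsp90 in place of its own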
# AddAB inh – growth inhibition of E. coli expressing H. pylori AddAB, primary screen, AddAB inhibitor project, absorbance. inhibition, % at 11.9 µM. 330,000 compounds, 0.29% hits. AID 435030, 2010; in the data active = inhibition above about 12%;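 note: 0% = vehicle wells of infected cells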
# PKA-R2B activ – activators of PKA-R2B holoenzyme, primary screen, biochemical, fluorescence polarization, Cy5-IP20, human; cAMP-dependent protein kinase catalytic subunit beta (Homo sapiens) + cAMP-dependent …; PKA-R2B holoenzyme dissociation; R2B truncated from residue 108, S112A mutant; 0% DMSO only, 100% 113 µM cGMP; activation, % at 11.4 µM; 340,000 compounds, 0.079% hits;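 active = activation above a cutoff set at the mean over all compounds plus 3 SD, cut at about 18% in these data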;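 note: higher means more holoenzyme dissociation and a rise in polarization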
# Target sequence (P31323 whole entry, looked up, other chains not shown, the tested form may be a part): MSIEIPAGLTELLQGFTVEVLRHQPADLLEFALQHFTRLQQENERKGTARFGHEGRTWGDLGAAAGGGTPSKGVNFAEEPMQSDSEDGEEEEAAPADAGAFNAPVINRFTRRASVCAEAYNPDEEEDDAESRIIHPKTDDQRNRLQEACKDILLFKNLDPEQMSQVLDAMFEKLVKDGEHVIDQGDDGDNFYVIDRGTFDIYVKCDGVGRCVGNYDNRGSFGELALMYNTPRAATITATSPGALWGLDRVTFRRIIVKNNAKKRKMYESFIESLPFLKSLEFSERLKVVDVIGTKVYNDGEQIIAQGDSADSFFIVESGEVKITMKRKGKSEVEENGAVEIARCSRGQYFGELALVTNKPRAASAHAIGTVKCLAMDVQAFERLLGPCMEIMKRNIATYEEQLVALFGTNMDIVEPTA
# The depositor's hits bear a star; · = not tested or not shown. Rows are unselected; overall some 2.2% were active at least once.
SMILES	MOR-DOR inv ag	HTR5A inv ctr	phage Ecoli inh	MOR-DOR ag	SUMO Mot1 rescue	Tat export inh	PKA-R1A activ	Ecoli viability	PfHsp90 yeast 2	AddAB inh	PKA-R2B activ
O=C(Nc1ccon1)c1ccccc1F	8	3	1.2	-1.4	-5	-1	-8	-1.9	5	0.3	0
O=S(=O)(NC1CCCC1)c1cccc(-c2nnc(-c3ccccc3)o2)c1	-15	-12	·	3.0	-23	-6	-1	-0.7	·	2.3	-9
COc1ccc(NC(=O)C2=C(C)Nc3ncnn3C2c2ccccc2C(F)(F)F)c(OC)c1 (centres undefined)	4	-12	0.1	-1.1	-2	4	-17	2.0	10	0.9	-2
Cc1ccc(S(=O)(=O)N(C)c2ccc(OCC(=O)NCC3(N(C)C)CCCCC3)cc2)cc1	12	17	4.0	-2.3	25	-1	-12	-0.5	17	1.2	-11
N#Cc1ccc(COC(=O)C2CCC(=O)N2)cc1 (centres undefined)	2	-1	0.1	-0.3	-23	7	-15	1.9	2	2.6	-13
COC(=O)C1(C)NC(c2cccs2)C2C(=O)N(c3ccc(F)cc3)C(=O)C21 (centres undefined)	4	-9	0.8	-0.8	126	0	5	-0.2	·	1.5	-10
COc1cccc(-c2nnc(SCC(=O)NCc3ccc4c(c3)OCO4)n2Cc2ccco2)c1	-3	21	5.1	0.5	2	5	-11	1.1	·	1.7	-3
COc1ccc(S(=O)(=O)N2CCCC(C(=O)NC3CCCC3)C2)cc1OC (centres undefined)	13	-13	1.3	-2.4	-9	-5	-2	-0.9	-15	2.8	0
Cc1cccc(C)c1-n1cccc1/C=C1/C(=N)N2C(=NC1=O)SN=C2S(C)(=O)=O	17	7	1.2	-3.5	7	9	6	0.9	-19	2.0	7
CCOC(=O)c1cc(C(=O)NC(C)c2ccccc2)c(=O)[nH]c1C (centres undefined)	-1	20	2.8	0.2	-16	7	3	1.6	-20	2.0	-6
Cc1ccc2nc(-c3ccncc3)c(Nc3ccccc3)n2c1	12	-27	2.6	-2.2	-2	-3	-1	-1.6	0	0.0	-10
CN1C(C(=O)NCc2ccccc2)CC2Cn3c(nc4cc(Cl)c(Cl)cc43)C21 (centres undefined)	1	19	2.1	-0.3	-7	-4	-12	1.9	2	5.5	12
CN1CCN(c2cc3c(c4c2[nH]c2ccccc24)C(=O)CC(C)(C)C3)CC1	-20	-9	1.0	3.9	18	-5	-14	0.5	-5	2.2	-5
CCCc1cc(=O)oc2c(C)c(OC3CCCCC3=O)ccc12 (centres undefined)	15	1	0.6	-2.5	·	-9	-10	·	2	·	-3
Cc1cccc(C)c1C(=NCCCN(C)C)c1ccccc1	-9	12	2.8	1.6	-9	-9	2	-0.8	30	3.0	-6
CCN(CC)C(=O)c1[nH]cnc1C(=O)NCC(=O)OCc1ccccc1	9	-23	2.4	-1.6	4	-6	-3	0.1	-2	4.4	1
CCSc1nc2ccc(OC)cc2cc1C#N	-14	9	1.1	2.5	-7	7	-4	1.0	18	2.0	-9
NC(=O)Nn1c(CCC(=O)O)ccc1-c1ccc(F)cc1	17	1	2.2	-2.9	349*	0	-7	0.6	·	0.4	-3
O=C1OCCC1Sc1nnc(-c2ccccc2Br)n1Cc1ccccc1 (centres undefined)	2	12	2.1	-0.4	-3	-2	6	-0.2	-2	3.3	6
CC(=O)/C(N=Nc1cc(C)ccc1O)=C(\C)O	-36	1	1.6	6.4	-7	6	-15	-0.9	5	1.6	-13
CCCCc1ccc(NC(=O)C(=O)NCCN2CCN(Cc3ccc([N+](=O)[O-])cc3)CC2)cc1	2	-14	1.4	-0.4	77	2	8	2.2	-7	0.7	-4
CCCCNc1ccc(C(=O)Nc2cccc(C)n2)cc1[N+](=O)[O-]	-14	-16	1.4	2.5	5	15	8	-1.2	5	-0.9	-3
c1ccc(-n2ncc3c(N4CCN(CCOc5cccc6ccccc56)CC4)ncnc32)cc1	5	-16	4.4	-0.9	255	4	2	0.9	27	0.6	2
COCCn1cnnc1SCC(=O)Nc1ccc(Br)cc1F	13	4	0.2	-2.9	-7	0	2	-1.7	-14	3.7	-3
c1ccc(-c2cc(N3CCCCC3)ncn2)cc1	10	-6	2.7	-2.2	-1	3	5	-2.6	14	-0.6	-1
CCOc1ccc(CNS(=O)(=O)c2cc(-c3cc(C)no3)ccc2OC)cc1OC	6	10	1.0	-1.1	1	2	-3	2.3	13	2.0	-2
Cc1ccc(N2CC(C(=O)Nc3c4c(nn3C(C)(C)C)CS(=O)(=O)C4)CC2=O)cc1 (centres undefined)	9	10	1.9	-2.7	1	1	-2	0.6	-8	-0.1	-5
CSc1ccc(CNCC(O)c2ccccc2)cc1 (centres undefined)	3	0	3.5	-0.6	296	-6	1	0.5	6	-0.3	-8
O=C(OCc1nnc(-c2ccccc2)o1)C1CC(=O)N(Cc2ccco2)C1 (centres undefined)	17	12	3.7	-3.4	-14	6	-11	3.8	-4	6.2	-5
COc1ccc2sc(-c3ccc(S(C)(=O)=O)cc3)c(C#Cc3cncn3C)c2c1	-30	-35	3.4	5.4	20	-9	0	-4.7	·	-1.9	-8
Cc1ccc(CSCCNS(=O)(=O)c2ccccc2)cc1	-18	-27	1.9	3.4	-7	3	-5	-0.9	-2	2.7	-1
O=C(O)c1cc(-c2ccco2)nc2cc3ccccc3cc12	7	-15	3.0	-1.3	-8	6	8	-1.1	6	1.1	4
CC(C)(C)OC(=O)NCCc1nnc(SCc2ccc(Cl)cc2)o1	-2	5	-1.7	0.4	-5	6	8	1.7	-11	-0.8	4
Cc1cc2nc(CS)[nH]c2cc1C	-1	4	1.7	0.3	7	0	-21	0.6	-45	1.0	3
CS(=O)(=O)N1CCN(c2ccc([N+](=O)[O-])c(NCc3ccccc3)c2)CC1	11	-4	2.1	-2.0	·	3	-1	-0.1	-6	2.2	-1
O=C(NCCCN1CCOCC1)c1ccc2c(c1)N(Cc1cccc(Cl)c1)C(=O)c1ccccc1S2=O (centres undefined)	17	7	-1.9	-3.3	-8	-1	-8	-1.8	9	2.2	2
COc1ccccc1C(=O)NCCC(=O)N(C)CC(=O)Nc1ccccc1Br	15	-12	1.9	-2.7	-1	-4	2	1.1	-3	0.7	2
Cc1ccc(NC(=O)CN(C)S(=O)(=O)c2cccc3nsnc23)cc1Cl	-1	-42	1.9	0.1	-8	-4	-16	-1.0	·	-2.1	0
Cc1cc(C)n2nc3nc4c(cc3c2n1)CCCC4	7	12	0.6	-1.5	33	0	6	0.2	7	-0.5	-3
O=C(N/N=C/c1ccccn1)c1cc(-c2ccccc2Cl)n[nH]1	-1	15	0.1	0.2	97	0	-23	-2.0	-2	-2.3	-12

# Ordered by length of the SMILES (smallest number first): 6 of the compounds above.
SMILES	MOR-DOR inv ag	HTR5A inv ctr	phage Ecoli inh	MOR-DOR ag	SUMO Mot1 rescue	Tat export inh	PKA-R1A activ	Ecoli viability	PfHsp90 yeast 2	AddAB inh	PKA-R2B activ
CSc1ccc(CNCC(O)c2ccccc2)cc1 (centres undefined)	3	0	3.5	-0.6	296	-6	1	0.5	6	-0.3	-8
c1ccc(-c2cc(N3CCCCC3)ncn2)cc1	10	-6	2.7	-2.2	-1	3	5	-2.6	14	-0.6	-1
COCCn1cnnc1SCC(=O)Nc1ccc(Br)cc1F	13	4	0.2	-2.9	-7	0	2	-1.7	-14	3.7	-3
Cc1ccc(CSCCNS(=O)(=O)c2ccccc2)cc1	-18	-27	1.9	3.4	-7	3	-5	-0.9	-2	2.7	-1
Cc1ccc(N2CC(C(=O)Nc3c4c(nn3C(C)(C)C)CS(=O)(=O)C4)CC2=O)cc1 (centres undefined)	9	10	1.9	-2.7	1	1	-2	0.6	-8	-0.1	-5
O=C(NCCCN1CCOCC1)c1ccc2c(c1)N(Cc1cccc(Cl)c1)C(=O)c1ccccc1S2=O (centres undefined)	17	7	-1.9	-3.3	-8	-1	-8	-1.8	9	2.2	2

# Carrying on.
SMILES	MOR-DOR inv ag	HTR5A inv ctr	phage Ecoli inh	MOR-DOR ag	SUMO Mot1 rescue	Tat export inh	PKA-R1A activ	Ecoli viability	PfHsp90 yeast 2	AddAB inh	PKA-R2B activ
Cc1cc(C(=O)COC(=O)c2ccc(F)cc2F)c(C)n1C1CC1	16	-27	2.5	-4.1	16	-9	1	0.3	-9	0.8	-7
CCC1=NN2C(=N)/C(=C\c3ccc(OCCOc4ccc(NC(C)=O)cc4)c(OC)c3)C(=O)N=C2S1	13	7	2.6	-2.7	4	-2	-9	1.6	5	1.8	-5
CC(C)(C)C1(C)OC(=O)C(=Cc2ccc(OCC(=O)Nc3ccccc3)cc2)C(=O)O1 (centres undefined)	-5	-2	·	0.8	2	9	-12	-0.3	-1	1.9	-15
O=C(NCCN1CCOCC1)c1ccc(CS(=O)(=O)c2ccc(Cl)cc2)o1	11	20	2.6	-1.9	-4	-2	0	1.9	-6	3.3	3
Cn1c(SCC(=O)Nc2ccc3c(c2)n(C)c(=O)n3C)nnc1-c1ccncc1	-16	10	2.9	2.5	109	8	7	1.3	4	1.1	3
Cc1nn(CCCC(=O)NCc2ccc(Cl)cc2)c(C)c1[N+](=O)[O-]	19	-13	2.8	-3.5	36	-4	-13	0.2	-11	4.0	4
Cc1c(NC(=O)C(C)OC(=O)/C=C/c2ccc(OC(F)F)cc2)c(=O)n(-c2ccccc2)n1C (centres undefined)	11	-5	-0.5	-1.6	96	-7	5	1.0	-16	3.6	-10
CC(=O)c1sc(NCc2ccccc2)nc1C	13	0	1.0	-2.0	48	5	6	-0.1	-6	3.3	4
CCN(CC)S(=O)(=O)c1ccc(N2CCN(CCO)CC2)nc1	10	11	0.8	-1.9	-9	-7	9	-1.6	3	2.5	-8
CC(C)c1ccc(N(C)C(=O)Cc2c(C(=O)O)n(C)c3ccccc23)cc1	-5	-19	-0.9	1.0	76	-1	-4	-0.1	-28	1.9	-3
COc1cc(C(=O)c2ccc3c(c2)OCO3)cc(OC)c1OC	7	3	2.2	-1.6	·	-8	13	·	-10	·	3
